ATXN2 expr inh = reduces ATXN2 reporter expression in HEK-293 cells; HEK-293 ATXN2-luciferase reporter, luminescence, 24 h; Potency, µM (doses to about 57 µM), for the others: at the highest dose activity change, negative = inhibition, most hits filed as inhibitors; hit rate 0.72% among 360,000; AID 1745845; further: potency means the concentration at half of the fitted maximal effect; on the % scale 0 is the no-effect control and ±100 the full control effect; nearly all actives have a fitted effect of over 55% in size
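qHTS (up to 57 uM final) was run with 24 h compound exposure of reporter cells at 37 °C. Each well was multiplexed: SteadyGlo luminescence measured ATXN2-luciferase expression after a fluorogenic Gly-Phe-AFC viability readout (25 uM final).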
KB-3-1 cytotox = kills parental KB-3-1 adenocarcinoma cells; KB-3-1 viability, CellTiter-Glo ATP luminescence, 72 h; Potency, µM (titrated, usually from 46.1 µM), for inactives: at the highest dose activity change, negative = cytotoxic, most hits filed as cytotoxic; hit rate 1.4% among 400,000; further: potency means the concentration at half of the fitted maximal effect; on the % scale 0 is the no-effect control and ±100 the full control effect; nearly all actives have a fitted effect of over 60% in size
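Viability of parental KB-3-1 cells, measured by CellTiter-Glo luminescence, followed a 72 h incubation at 37 °C with pinned compounds in phenol-red-free DMEM containing 10% FBS.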
MCF10A rerep = DNA re-replication induction in MCF 10a cells | MCF 10A DNA re-replication, Hoechst nuclear intensity, 48 h | Potency, µM (series often up to 46.1 µM), for the others: at the top dose activity, positive = re-replication, usual class: activators | AID 624296 | hit rate 2.9% among 350,000; further: potency means the concentration at half of the fitted maximal effect; % of control where 0% means no effect; nearly all actives have a fitted effect of over 50% in size
HepG2 viability = HepG2 cytotoxicity, counter-screen for TGF-b inhibitors; HepG2 CAGA-GFP viability, ATP luminescence, 18 h; Potency, µM (titrated, usually from 46.1 µM), for the others: at the highest dose activity change, negative = cytotoxicity, hits mostly cytotoxic; hit rate 0.76% among 410,000; further: potency means the concentration at half of the fitted maximal effect; some results filed as inactive show a strong effect at the top dose
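CellTiter-Glo luminescence gave cytotoxicity after 18 hours at 37 degrees C. The cells were HepG2 CAGA-GFP in 1% FBS DMEM, stimulated with 500 pg/mL TGF-beta after compound addition. %Activity was normalised to no-cell wells (complete cell-killing) and DMSO (no toxicity), and curves were fitted and classified.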
HT1080 IDH1KD tx = toxicity to HT-1080 IDH1 knockdown cells (counter line); HT-1080 IDH1 knockdown viability, ATP luminescence, 48 h; Potency, µM (highest dose often 46.1 µM), for inactives: at the top dose activity, negative = toxicity, most hits filed as cytotoxic; hit rate 2% among 360,000; AID 686971;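 further: potency means the concentration at half of the fitted maximal effect; 0% = DMSO wells and -100% = cell-free medium wells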
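Luminescent ATP read-out (CellTiter-Glo, 10 min at room temperature) after 48 h compound exposure at 37 °C gave viability of IDH1-knockdown HT-1080 cells. Activity was normalised to DMSO and cell-free wells, then fitted as concentration-response curves.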
HT1080NT lethal = kills 2HG-producing HT-1080-NT fibrosarcoma cells; HT-1080-NT fibrosarcoma viability, CellTiter-Glo ATP luminescence, 48 h; Potency, µM (highest dose often 46.1 µM), without a hit: top-dose activity, negative = less viability, actives largely listed as cytotoxic; hit rate 1.6% among 360,000; AID 686970;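 further: NT is the 2HG producing partner of a matched IDH1 knockdown line; potency means the concentration at half of the fitted maximal effect; 0% = DMSO-treated cells and -100% = media-only wells without cells; nearly all actives have a fitted effect of over 55% in size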
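Toxicity toward the 2HG-producing NT line was scored as %Activity, normalised to DMSO and no-cell wells, from CellTiter-Glo luminescence after 48 hours' treatment.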
IL1B secr inh = blocks inflammasome-driven IL-1 beta release; THP-1 LPS/ATP IL-1B secretion, AlphaLISA, 16 h; active compounds read low; activity change, % at 57.5 µM; hit rate 4.7% among 360,000; AID 743279; in the data active means activity change below about -50%; inconclusive means mostly about -30% to -49%; further: on the % scale 0 is the no-effect control and ±100 the full control effect
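THP-1 cells pretreated 1 hr with compounds (up to 57.5 uM final), then stimulated with LPS (250 ng/mL final) plus ATP (1.25 mM final); secreted IL-1B measured by AlphaLISA after 16 hr, decreased signal indicating inhibition.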
SW480 rereplic = inducers of DNA re-replication in SW480 colon cancer cells; hit rate 1.8% among 340,000; SW480 DNA re-replication, Hoechst DNA content imaging, 48 h; Potency, µM (doses to about 46.1 µM), for the others: top-dose re-replication activation, most hits filed as activators; further: potency means the concentration at half of the fitted maximal effect; % of control where 0% means no effect; nearly all actives have a fitted effect of over 55% in size
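SW480 cells exposed to compounds for 48 hr at 37 C, 5% CO2, then Hoechst-stained 40 min. Nuclear DNA content imaged by fluorescence scanning (405 nm excitation, 500-530 nm emission); re-replication scored as increased high-intensity nuclei.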
ATXN viability = cell viability loss in ATXN counter-screen; S2 cells (HEK-293 line with an ATXN2-luciferase reporter) viability, CellTiter-Fluor protease fluorescence, 24 h; Potency, µM (series often up to 56.7 µM), actives largely listed as cytotoxic; hit rate 0.49% among 400,000; further: potency means the concentration at half of the fitted maximal effect; nearly all actives have a fitted effect of over 40% in size
The depositor's hits bear a star; i = inactive; u = inconclusive; x = no result given; [ ] = another dose, or the depositor's remark. Unless noted, the call rests on the fitted dose curve; in most records, active means well fitted curve in the direction sought with a large enough effect; inconclusive means small, poorly fitted or top-dose-only effect, or another doubt; inactive means no such curve, though single readings can be large; an effect the other way counts as inactive or inconclusive.

No. | Molecule | SW480 rereplic | ATXN viability | ATXN2 expr inh | HepG2 viability | HT1080 IDH1KD tx
1 | CC(=O)Nc1cccc(-c2ccnc3c2CC(C)(C(=O)NCc2cccs2)O3)c1 (stereo unspecified) | x | i | -22% | -7% | 1.6µM*
2 | CC[C@]12c3[nH]c4ccc(OC)cc4c3CCN1C(=O)C(CC(=O)NCCCOC)C[C@@H]2C(=O)N1CCN(C(=O)C2CC2)CC1 (stereo partly specified) | 9% | i | -5% | 2% | 3%
3 | O=C(COC(=O)C1CCN(c2ccc(C(F)(F)F)cn2)CC1)NCCc1ccccc1 | -5% | i | 0% | -16% | 8%
4 | Cc1nc2cc(N=NC3=C(O)CCCC3=O)ccc2s1 | 1% | i | x | 2% | -14%
5 | Cc1nc(-c2nnc(SCC(=O)Nc3cc(Cl)cc(Cl)c3)n2C)cs1 | 36% | i | -11% | -6% | 12%
6 | CCOC(=O)CSc1nc2sc3c(c2c(=O)n1-c1ccccc1)CCN(C)C3 | u | u | 4% | -21% | -2%
7 | O=C(NCCc1ccccc1)C(=O)N/N=C/c1ccccc1C(F)(F)F | 18% | i | -7% | -5% | -3%
8 | COc1ccc(C(=O)N[C@H](C(=O)Nc2sccc2C(N)=O)C(C)C)cc1 | 5% | i | 0% | -14% | 4%
9 | COc1ccc(S(=O)(=O)N2CCN(Cc3ccc4c(c3)OCO4)CC2)cc1 | -5% | i | 4% | 6% | 6%
10 | COc1cc(S(=O)(=O)N(Cc2cccc(OC)c2OC)CC2CCCO2)ccc1-n1cnnn1 (stereo unspecified) | -2% | i | 0% | -22% | 1%
11 | Cc1cccc(OCc2nnc(SCC(=O)Nc3nccs3)o2)c1 | 0% | i | -14% | -9% | -2%
12 | O=C(Nc1cccc(Br)c1)c1ccc2c(c1)SC1=NS(=O)(=O)CCN12 | -5% | i | x | -14% | 0%

No. | HT1080NT lethal | KB-3-1 cytotox | IL1B secr inh | MCF10A rerep
1 | u | 3.3µM* | 26 | x
2 | 1% | 0% | -2 | u
3 | 1% | 18% | 19 | 1%
4 | 4% | 4% | 7 | u
5 | 0% | -2% | 2 | 3%
6 | 0% | 16% | 0 | 0%
7 | -2% | 5% | -6 | -21%
8 | -4% | 8% | -13 | 13%
9 | 2% | 9% | -15 | 7%
10 | -1% | -1% | -18 | 15%
11 | -11% | 1% | -27 | -3%
12 | -3% | -8% | -62* | 2%

New compounds follow.
No. | Molecule | SW480 rereplic | ATXN viability | ATXN2 expr inh | HepG2 viability | HT1080 IDH1KD tx
13 | O=C1/C(=C/c2ccncc2)SC(=S)N1C1CCCCC1 | -4% | i | 2% | 7% | 16%
14 | Cc1ccc(CNC(=O)c2c[nH]c3ccc(S(=O)(=O)N4CCOCC4)cc3c2=O)cc1 | x | i | 5% | -15% | x
15 | COc1ccc(CNC(=O)CN(C(=O)c2snc(C(N)=O)c2N)c2cccc(F)c2)cc1 | 4% | u | -3% | 1% | 11%
16 | O=C1CCC(C(=O)Nc2ccccc2N2CCOCC2)=NN1 | 1% | u | -9% | 15% | 7%
17 | Cc1ccc(C(=O)N/C(=C\c2ccco2)C(=O)NCc2cccnc2)cc1 | -9% | u | -18% | 0% | 19%
18 | CCOC(=O)C1=CN(Cc2cccc(-c3ccc(Cl)nc3)c2)S(=O)(=O)N(C)C1C (stereo unspecified) | -4% | i | 5% | -8% | -5%
19 | N#Cc1nc(-c2cccs2)oc1N1CCOCC1 | -7% | i | 4% | -13% | 1%
20 | CCc1cc(-c2nnn(CCC3COCCO3)c2CC)ccc1-c1cn(CCc2c[nH]c3ccccc23)nn1 (stereo unspecified) | x | i | -67% | -42% | u
21 | CSc1ccc(NS(=O)(=O)c2ccc(-n3cnnn3)cc2)cc1 | -4% | i | 0% | -2% | -2%
22 | Cc1ccc2nc(Cl)c3nnnn3c2c1 | 1.8µM* | u | u | 6.3µM* | 13µM*
23 | CCN(CC)c1ccc(C(=O)N/N=C(\C)c2cccc(OC)c2)cc1 | 8% | i | -7% | -1% | -18%
24 | Cc1occc1-c1nnc(SCC(=O)NC2(C#N)CCCC2)n1C | 13% | i | -4% | 3% | 16%

No. | HT1080NT lethal | KB-3-1 cytotox | IL1B secr inh | MCF10A rerep
13 | 16% | 3% | 8 | -5%
14 | x | -5% | x | x
15 | 2% | 5% | 7 | -29%
16 | -2% | -6% | 19 | 4%
17 | 15% | -4% | 21 | 0%
18 | -4% | -14% | u | 68%
19 | 4% | 8% | -9 | u
20 | -35% | -13% | 13 | x
21 | -2% | -15% | -6 | 1%
22 | 0% | u | -94* | 2.6µM*
23 | -7% | 5% | 97 | u
24 | 16% | 3% | -11 | 2%

Later entries:
No. | Molecule | SW480 rereplic | ATXN viability | ATXN2 expr inh | HepG2 viability | HT1080 IDH1KD tx
25 | Cc1c(NC(=O)c2cc(CC(C)C)on2)c(=O)n(-c2ccccc2)n1C | -5% | i | -4% | 2% | 1%
26 | COc1ccc(S(=O)(=O)Nc2c(C(=O)O)[nH]c3ccc(OC)cc23)c(OC)c1 | -6% | i | x | -25% | -22%
27 | COc1ccc(C(=O)Nc2ccc(C(=O)NCCc3ccccc3)cc2)cc1 | -40%[inhibitor] | i | x | 20% | -5%
28 | CCN(CC)C(=O)c1ccc(CS(=O)(=O)c2ccc(OC)cc2)o1 | 0% | i | -6% | 2% | 2%
29 | CC(C)c1ccc(NC(=O)c2cccc(NC3=NC4CS(=O)(=O)CC4S3)c2)cc1 (stereo unspecified) | -12% | u | 11% | 2% | 15%
30 | CCC(=O)N1CCN(c2ccccc2NC(=O)c2ccc(OC)c(Cl)c2)CC1 | -4% | i | -6% | -4% | 2%
31 | O=C(COC(=O)/C=C/c1nc2ccccc2s1)Nc1cccc(Cl)c1Cl | -1% | i | 9% | -1% | 27%
32 | CCn1c(N2CCN(S(=O)(=O)c3ccc(OC)cc3)CC2)nc2ccccc21 | 6% | i | -31% | -25% | u
33 | COc1ccc(OC)c(C(=O)N(C)C2CCCN(Cc3ccccc3F)C2)c1 (stereo unspecified) | 7% | i | x | -7% | 3%
34 | Cc1cccc(Cn2nc(C)cc2NC(=O)Cn2cc([N+](=O)[O-])cn2)c1 | 16% | i | 5% | 0% | -3%
35 | Cc1ccccc1NC(=S)NC1CC2CCC(C1)N2Cc1ccco1 (stereo unspecified) | -3% | i | -10% | -1% | -27%
36 | COc1ccc(-c2noc(-c3ccccc3C(=O)Nc3cccnc3)n2)cc1OC | -1% | u | 7% | -3% | 1%

No. | HT1080NT lethal | KB-3-1 cytotox | IL1B secr inh | MCF10A rerep
25 | -4% | 10% | 22 | -1%
26 | -1% | 2% | 23 | -4%
27 | 2% | -4% | -13 | 2%
28 | 2% | -5% | -6 | -11%
29 | 5% | 15% | 28 | -5%
30 | 9% | 9% | -24 | -1%
31 | 26% | 14% | 13 | -7%
32 | -29% | 0% | -66* | -2%
33 | 0% | -14% | 3 | 0%
34 | -21% | -7% | 26 | 18%
35 | 2% | 5% | 7 | 11%
36 | -2% | 10% | -3 | 3%

Remaining list, next part
No. | Molecule | SW480 rereplic | ATXN viability | ATXN2 expr inh | HepG2 viability | HT1080 IDH1KD tx
37 | CCOc1ccc(NC(=O)CSc2n[nH]c(=O)n2-c2ccccc2)cc1 | -4% | i | -4% | 0% | -4%
38 | Cn1cc(S(=O)(=O)N2CCc3ccccc32)cc1C(=O)NC1CCCCC1 | -2% | i | -6% | -13% | 2%
39 | O=S(=O)(NCCc1ccccc1)c1cccs1 | 2% | i | 46%[activator] | -5% | 1%
40 | O=C(CCc1nnc(CCC2CCCCC2)o1)NCCn1cccn1 | -23% | i | -10%[11.3 µM] | 1% | 13%
41 | CN1CC(=O)N(CC(=O)N2CCC(Cc3ccccc3)CC2)C1=O | -1% | i | -2% | -4% | -3%
42 | O=c1ccc(-c2ccc(S(=O)(=O)Nc3ccccc3)o2)n[nH]1 | -11% | i | x | -4% | 0%
43 | CC(C)OCCCn1c(=O)c2ccccc2n2c(-c3ccc(F)c(F)c3)nnc12 | x | i | -2% | -16% | x
44 | COc1ccc(CCN(CC(=O)NC2CCCC2)C(=O)CCC(=O)Nc2cc(C)on2)cc1OC | 0% | i | 6% | 0% | 8%
45 | COc1ccc(/C=C/C(=O)Nc2cccnc2Cl)cc1 | -26% | i | 7% | -50% | -8%
46 | O=c1[nH]c2ccccc2n1CCCOc1ccccc1 | -15% | i | 2% | -3% | -7%
47 | CCCCCn1c(C(C)NC(=O)c2ccccc2)nc2ccccc21 (stereo unspecified) | x | i | -19% | -12% | x
48 | CCOc1ccc(-n2c(SC)nc3c(c2=O)SCC3)cc1 | -12% | i | -15% | 5% | -4%

No. | HT1080NT lethal | KB-3-1 cytotox | IL1B secr inh | MCF10A rerep
37 | 13% | 5% | 13 | 2%
38 | -23% | 7% | 30 | 0%
39 | 0% | -12% | -3 | 10%
40 | 8% | 13% | -5 | -3%
41 | -4% | -7% | -3 | 17%
42 | -2% | 1% | 0 | 0%
43 | x | -1% | x | x
44 | 6% | -1% | -6 | -6%
45 | -8% | u | 0 | -3%
46 | -10% | -29% | -1 | 0%
47 | x | 3% | x | x
48 | 0% | 17% | 7 | 0%

Limited to IL1B secr inh, HT1080NT lethal and ATXN viability, for 4 of the compounds above:
| nr | SMILES | IL1B secr inh | HT1080NT lethal | ATXN viability |
| --- | --- | --- | --- | --- |
| 41 | CN1CC(=O)N(CC(=O)N2CCC(Cc3ccccc3)CC2)C1=O | -3 | -4% | i |
| 42 | O=c1ccc(-c2ccc(S(=O)(=O)Nc3ccccc3)o2)n[nH]1 | 0 | -2% | i |
| 43 | CC(C)OCCCn1c(=O)c2ccccc2n2c(-c3ccc(F)c(F)c3)nnc12 | x | x | i |
| 44 | COc1ccc(CCN(CC(=O)NC2CCCC2)C(=O)CCC(=O)Nc2cc(C)on2)cc1OC | -6 | 6% | i |

Bioassay records deposited in PubChem by National Center for Advancing Translational Sciences (NCATS).
